High-throughput results: PubChem BioAssay, National Center for Advancing Translational Sciences (NCATS)
GLS inh: glutaminase GLS (human) inhibition. GLS enzymatic activity, qHTS titration. Potency, µM (series often up to 45.5 µM), for inactives: top-dose activity change, negative = inhibition, most hits filed as inhibitors. actives 0.21% (n = 410,000). AID 624170; further: on the % scale 0 is the no-effect control and ±100 the full control effect
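hKGA in 45 mM KH2PO4 (pH 8.2), 0.02% Tween-20 with compound, then 1mM L-Glutamine (stock as added) plus glutamate oxidase/HRP/Amplex red coupling mix. Fluorescence read initially and after 30 min at RT; signal change reflects glutamate formation.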
Pin1 inh: human Pin1 inhibition. Q13526. Pin1 FP peptide displacement, HiFluor488, 10 min. Potency, µM (series often up to 115 µM), for the others: at the top dose activity, negative = inhibition, actives largely listed as inhibitors. actives 0.009% (n = 390,000). AID 504891; active means well fitted inhibition curve with a large enough effect in the polarisation, with a control signal flat, not every such curve was filed as active; inconclusive means small, poorly fitted or top-dose-only effect, or effect the other way, or a change in a side signal; inactive means no such curve, though single readings can be large or run the other way; the % refers to the polarisation; further: on the % scale 0 is the no-effect control and ±100 the full control effect
Target sequence (Q13526 whole entry, looked up): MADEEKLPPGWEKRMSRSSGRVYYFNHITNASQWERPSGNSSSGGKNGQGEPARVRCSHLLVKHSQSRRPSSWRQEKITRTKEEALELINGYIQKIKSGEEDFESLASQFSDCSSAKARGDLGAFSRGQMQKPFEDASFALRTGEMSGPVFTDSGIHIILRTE
G9a block: G9a (human) methyltransferase inhibition; Q96KQ7; G9a H3K9 monomethylation, AlphaScreen, 2 h; Potency, µM (series often up to 102 µM), for the others: at the highest dose activity, negative = inhibition, usual class: inhibitors; actives 8.8% (n = 350,000); AID 504332; further: on the % scale 0 is the no-effect control and ±100 the full control effect; nearly all actives have a fitted effect of over 75% in size
Target sequence (Q96KQ7 913-1193 limits assumed): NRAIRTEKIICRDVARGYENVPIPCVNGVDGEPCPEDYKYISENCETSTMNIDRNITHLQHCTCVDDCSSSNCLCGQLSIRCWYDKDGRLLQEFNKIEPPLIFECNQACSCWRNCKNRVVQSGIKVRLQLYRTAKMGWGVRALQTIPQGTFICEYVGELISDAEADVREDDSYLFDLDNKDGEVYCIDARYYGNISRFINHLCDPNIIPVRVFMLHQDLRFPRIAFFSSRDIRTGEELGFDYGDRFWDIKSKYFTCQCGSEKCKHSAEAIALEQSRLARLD
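Signal arises when biotinylated H3K9 peptide, once monomethylated, bridges streptavidin donor and antibody-captured acceptor beads. Enzyme at 20 nM was preincubated 15 min with test compounds; peptide 500 nM and SAM 20 uM then reacted for 2 h.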
BLM inh: Bloom syndrome helicase (human) inhibition; P54132; recombinant BLM DNA unwinding, fluorescence dequenching; Potency, µM (highest dose often 56.1 µM), for inactives: top-dose activity change, negative = inhibition, actives largely listed as inhibitors; actives 0.2% (n = 350,000);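 further: plate controls were vehicle for no effect and no enzyme for full effect; nearly all actives have a fitted effect of over 35% in size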
Tb PGK inh: inhibitors of T. brucei phosphoglycerate kinase | P07378 | PGK/GAPDH coupled, Kinase-Glo luminescence, 60 min | Potency, µM (top dose mostly 57.5 µM), for the others: top-dose activity change, negative = inhibition, usual class: inhibitors | actives 0.043% (n = 380,000) | AID 602233; further: on the % scale 0 is the no-effect control and ±100 the full control effect; nearly all actives have a fitted effect of over 60% in size
Target sequence (P07378 whole entry, looked up): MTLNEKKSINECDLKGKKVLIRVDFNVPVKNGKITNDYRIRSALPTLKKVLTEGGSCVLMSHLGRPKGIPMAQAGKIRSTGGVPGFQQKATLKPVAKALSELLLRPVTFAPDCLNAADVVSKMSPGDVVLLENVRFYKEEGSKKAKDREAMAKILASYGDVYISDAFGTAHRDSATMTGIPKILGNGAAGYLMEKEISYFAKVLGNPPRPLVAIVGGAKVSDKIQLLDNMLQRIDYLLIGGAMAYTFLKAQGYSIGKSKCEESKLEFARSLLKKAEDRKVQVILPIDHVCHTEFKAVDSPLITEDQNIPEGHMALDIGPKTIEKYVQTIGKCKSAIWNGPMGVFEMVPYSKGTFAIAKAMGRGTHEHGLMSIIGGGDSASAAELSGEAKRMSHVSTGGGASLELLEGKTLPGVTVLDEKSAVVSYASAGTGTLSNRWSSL
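Luminescent ATP detection (Kinase-Glo Plus) follows a 60-minute room-temperature incubation, with wells lacking PGK as controls. Buffer: 100 mM TEA (pH 7.6), 5 mM MgCl2, 0.01% Tween-20. Coupling enzyme GAPDH (100 nM final) supplies unstable 1,3-BPG in-well.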
HP1b binding inh: blocks HP1-beta chromodomain binding to methylated histone tails; P83916; AlphaScreen HP1-beta / biotin-H3K9me3 peptide binding; Potency, µM (doses to about 114 µM), without a hit: at the top dose activity change, negative = inhibition, most hits filed as inhibitors; actives 0.56% (n = 390,000); further: nearly all actives have a fitted effect of over 70% in size; inactives centre near 23
Target sequence (P83916 whole entry, looked up): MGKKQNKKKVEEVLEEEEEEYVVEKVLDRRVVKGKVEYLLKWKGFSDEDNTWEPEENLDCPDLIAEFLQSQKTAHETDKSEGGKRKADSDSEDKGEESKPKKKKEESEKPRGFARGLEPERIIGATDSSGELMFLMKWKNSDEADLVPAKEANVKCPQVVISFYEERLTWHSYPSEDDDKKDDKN
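HP1-beta protein (50 nM final) preincubated 30 min at room temperature with biotinylated H3(1-18)K9me3 peptide (50 nM) in PBS pH 7.4, 0.01% Tween-20, then compound added for 30 min. AlphaScreen streptavidin donor/nickel chelate acceptor beads (10 ug/mL final), 30 min dark, luminescence read.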
POLI inh: blocks human DNA polymerase iota activity. AID 588590. Pol iota fluorescent replication assay, 10 min. actives 1% (n = 390,000). Potency, µM (series often up to 115 µM), inactives show at the top dose activity, negative = inhibition, most hits filed as inhibitors. Q9UNA4
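Pol iota at 10 nM preincubated 15 min with compounds at room temperature; reaction started with fluorescent substrate, 50 nM final. Fluorescence read kinetically at 0 and 10 min; buffer-only wells as negative control.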
JMJD2A Tudor: JMJD2A Tudor domain (human) inhibition. O75164. AlphaScreen JMJD2A-Tudor / H3K4me3 peptide binding. Potency, µM (series often up to 114 µM), for inactives: top-dose activity change, negative = inhibition, actives largely listed as inhibitors. actives 4.4% (n = 390,000). AID 504339; further: on the % scale 0 is the no-effect control and ±100 the full control effect; nearly all actives have a fitted effect of over 50% in size
BAZ2B block: BAZ2B (human) inhibition | Q9UIF8 | AlphaScreen BAZ2B-H3K14Ac peptide displacement | Potency, µM (series often up to 114 µM), for the others: top-dose activity change, negative = inhibition, actives largely listed as inhibitors | actives 4.4% (n = 360,000); further: on the % scale 0 is the no-effect control and ±100 the full control effect; nearly all actives have a fitted effect of over 60% in size
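Multi-concentration screen (max 110 uM) measuring displacement of acetylated histone H3 peptide from BAZ2B by AlphaScreen, using 50 nM protein, 50 nM peptide and 10 ug/mL streptavidin donor plus Ni-chelate acceptor beads.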
* = called active by the depositor; i = inactive; ? = inconclusive; / = not tested or not shown; & = joins results of further samples; [ ] = remark or other dose. Unless noted, the call rests on the fitted dose curve; in most records, active means well fitted curve in the direction sought with a large enough effect; inconclusive means small, poorly fitted or top-dose-only effect, or another doubt; inactive means no such curve, though single readings can be large; an effect the other way counts as inactive or inconclusive. Potency means the concentration at half of the fitted maximal effect.

SMILES | GLS inh | Pin1 inh | G9a block | BLM inh | Tb PGK inh | HP1b binding inh | POLI inh | JMJD2A Tudor | BAZ2B block
NC(N)=Nc1ccc(C=C2C=Cc3ccccc32)cc1 | 6.6% | 10.4% | / | / | -1.3% | -24.5% | 24.6% | ? | /
Cc1ccc(NC(=O)c2cccc(S(=O)(=O)N3CCN(C)CC3)c2)cc1F | 0.8% | -13.0% | 9.2% | -9.9% | -4.2% | -4.7% | -5.7% | -13.3% | 1.9%
CCCCNC(=O)Cn1nc([N+](=O)[O-])c([N+](=O)[O-])c1C | 17.0% | -3.9% | -6.5%[59 µM] | -0.1% | 11.0% | 22.1% | 5.6% | -18.9% | -9.6%
CC(CCc1ccccc1)NC(=O)CCNS(=O)(=O)c1ccccc1C(F)(F)F (stereo unspecified) | 0.6% | 1.5% | 1.6%[12.7 µM] | / | -3.6% | 22.5% | -6.4% | -16.8% | -3.0%
O=C(CSC(=S)N1CCCC1)N(Cc1nnc(-c2ccccc2Cl)o1)C1CC1 | 8.9% | -7.2% | ? | / | -1.7% | 40.1%[activator] | 18.5% | -11.3% | 6.5%
COc1ccc(-n2c(=S)[nH]c3cc(C(=O)NCc4ccc(F)cc4)ccc3c2=O)c(OC)c1 | -24.4% | 3.4% | -28.6% | -8.1% | -10.1% | 34.5% | 71.4%[activator] | -16.8% | 2.7%
O=C(/C=N/O)Nc1ccc(F)cc1 | 29.6% | -2.4% | 3.0% | -1.1% | 4.5% | 27.0% | 13.7% | -9.2% | -0.5%
CC(=O)c1ccc(C(C)(C)c2ccc(C(C)=O)s2)s1 | 5.5% | ? | -2.0% | -8.3% | -7.5% | 20.1% | -8.5% | 7.2% | 6.6%
CC(C)Cc1nnc(NC(=O)CCC(=O)N2CCOCC2)s1 | 2.6% | -10.5% | -4.4%[12.7 µM] | -6.8% | -4.1% | 3.0% | 5.2% | -7.6% | -4.9%
Cc1cccc2cc(CN(CCN(C)C)C(=S)Nc3ccccc3)c(=O)[nH]c12 | 1.3% | -4.1% | -10.2% | 10.0% | i | 32.0% | 1.7% | -15.6% | -17.9%
COc1ccc(S(=O)(=O)N2CCCCCC2)cc1C(=O)Nc1ccc(C)cn1 | -4.6% | -1.2% | 12.5%[0.501 µM] | / | -5.2% | 7.5% | 39.7%[activator] | -16.3% | 11.8%
CCCCC1(C)OC(=O)C(=Cc2ccc(-c3ccc(Cl)c(C(=O)O)c3)o2)C(=O)O1 (stereo unspecified) | ? | / | / | 5.8% | -0.6% | 28.3% | ? | -7.2% | -32.0%
O=C(c1ccc(COc2ccccc2[N+](=O)[O-])o1)N1CCCCC1 | 3.3% | -6.6% | 2.3%[59 µM] | -2.2% | 5.3% | 18.8% | 7.3% | -17.5% | -4.5%
O=C(CSc1nnc(SCc2ccc(Cl)cc2)s1)N/N=C/c1ccccc1C(=O)O | 2.5% | 0.2% | 4.7% | 2.9% | -1.4% | 16.3% | -19.0% | -14.0% | -19.2%
CCCC1=C([O-])C2N=CC=CC2=[N+](c2ccccn2)C1=O (stereo unspecified) | -3.8% | 4.6% | -6.0%[59 µM] | 0.2% | -7.0% | 37.8% | ? | 3.6% | 0.0%
Cc1cccc(C)c1NC(=O)CNC(=O)c1c(C)nn(C)c1Cl | -15.5% | 1.7% | 3.9% | -2.4% | -8.6% | 34.8% | 10.1% | 6.2% | -9.4%
COc1ccc(CN([C@H](C)CO)S(=O)(=O)N(Cc2ccccc2)[C@H](CO)C(C)C)cc1 | -4.7% | ? | 6.9%[2.33 µM] | / | 1.6% | 47.5%[activator] | 6.1%&4.4% | -12.1% | 10.0%
N#Cc1ccc(NC(=O)CSc2nc3[nH]c(=O)cc(O)c3s2)cc1 | 3.3% | 5.4% | ? | / | 2.0% | 24.4% | ? | ? | -9.9%
COc1ccc([N+](=O)[O-])cc1NC(=O)c1ccc(N2C(=O)CCC2=O)cc1 | 13.1% | -3.0% | ? | -1.1% | 7.8% | 17.1% | 5.8% | -15.1% | -17.9%
CC1CCC(NC(=O)C2COc3ccccc3O2)CC1 (stereo unspecified) | 12.0% | 0.1% | -5.0%[12.7 µM] | / | -0.9% | 12.5% | 56.2%[activator] | -13.0% | -0.2%

Four records drawn at random from those above:
SMILES | GLS inh | Pin1 inh | G9a block | BLM inh | Tb PGK inh | HP1b binding inh | POLI inh | JMJD2A Tudor | BAZ2B block
O=C(CSC(=S)N1CCCC1)N(Cc1nnc(-c2ccccc2Cl)o1)C1CC1 | 8.9% | -7.2% | ? | / | -1.7% | 40.1%[activator] | 18.5% | -11.3% | 6.5%
CC(=O)c1ccc(C(C)(C)c2ccc(C(C)=O)s2)s1 | 5.5% | ? | -2.0% | -8.3% | -7.5% | 20.1% | -8.5% | 7.2% | 6.6%
NC(N)=Nc1ccc(C=C2C=Cc3ccccc32)cc1 | 6.6% | 10.4% | / | / | -1.3% | -24.5% | 24.6% | ? | /
CC1CCC(NC(=O)C2COc3ccccc3O2)CC1 (stereo unspecified) | 12.0% | 0.1% | -5.0%[12.7 µM] | / | -0.9% | 12.5% | 56.2%[activator] | -13.0% | -0.2%

(further entries)
SMILES | GLS inh | Pin1 inh | G9a block | BLM inh | Tb PGK inh | HP1b binding inh | POLI inh | JMJD2A Tudor | BAZ2B block
Cn1nc(C(=O)NCc2cccc(Cl)c2)c2c1-c1ccccc1SC2 | -4.4% | -1.5% | -23.2%[59 µM] | -0.6% | -7.4% | 8.3% | 22.5% | -12.6% | -2.3%
COc1cc(OC)cc(C(=O)N2CCCC(Nc3ccc(F)cc3)C2)c1 (stereo unspecified) | -4.2% | -6.8% | / | -4.1% | -3.2% | 20.4% | 50.8%[activator] | -15.2% | -10.8%
COc1cc(/C=N/NC(=S)N/N=C/c2cc(OC)c(OC)c(OC)c2)cc(OC)c1OC | -5.1% | 0.6% | ? | -15.2% | -6.5% | 25.9% | ? | ? | -23.2%
COc1ccc(C(=O)N2CCN(S(=O)(=O)c3ccc(Br)cc3)CC2)cc1 | 1.5% | 0.4% | 6.3%[59 µM] | / | -9.5% | 45.2%[activator] | 12.9% | -2.3% | 6.0%
CCOC(=O)CN1C(=O)NC2NC(=O)NC21 (stereo unspecified) | 7.3% | -4.9% | 5.1% | -0.2% | -5.9% | 48.6%[activator] | 9.0% | 4.4% | 8.6%
CCOc1ccc(/C=C/c2nc(C#N)c(NCCc3ccccc3)o2)cc1 | 0.1% | -7.9% | 1.9%[59 µM] | 0.0% | -5.1% | 7.9% | 14.2% | -16.4% | -19.8%
N#Cc1c(C(F)(F)F)cc(-c2cccs2)nc1SC(C(=O)O)c1ccccc1 (stereo unspecified) | 0.9% | 8.8% | / | / | -8.5% | 60.2%[activator] | -17.2% | 15.4% | /
Cc1noc(C)c1C(=O)NCCCN1CCCC1=O | 7.2% | 0.0% | -3.9%[12.7 µM] | 1.1% | -5.5% | 18.7% | 4.6% | -17.2% | 0.6%
O=C(CN1C(=O)CSc2ccccc21)N1CCc2ccccc21 | -2.1% | -5.1% | -8.8%[59 µM] | 3.2% | -10.1% | 14.5% | 26.0% | -17.5% | 11.5%
O=Cc1cn(CCOc2ccccc2F)c2ccccc12 | 0.0% | 3.0% | -8.6% | -5.8% | -4.2% | 20.6% | -23.8% | 7.1% | 0.1%
O=C(NCCOc1ccccc1)C(=O)c1c[nH]c2ccccc12 | -1.8% | 1.8% | / | -11.5% | -2.4% | 17.3%[57 µM] | 6.5% | -26.6% | -3.0%
CC(=O)Nc1ccc(S(=O)(=O)N(C)CC(=O)Nc2ccccc2N2CCOCC2)cc1 | -4.1% | -5.6% | 3.0%[59 µM] | -0.5% | i | 20.1% | 3.6% | 6.3% | 10.2%
CCCC(=O)Nc1nnc(CCc2ccccc2)s1 | 3.5% | -1.7% | / | 1.0% | i | 40.2%[activator] | 26.5% | -5.3% | 37.6%[activator]
Cc1cc(S(=O)(=O)N2CCCC2)ccc1OCC(=O)NCc1ccccc1 | -8.2% | 5.7% | 34.5% | 0.2% | -1.6% | 36.6% | -11.8% | -13.8% | -3.2%
Cc1cc2cc(CNC(=S)NC3CCCCC3)ccc2[nH]1 | 9.7% | -2.8% | ? | -4.2% | -3.8% | 7.0% | -4.4% | ? | /
Cc1cccc(N(C)C(=O)c2cc(S(=O)(=O)N3CCc4ccccc43)cn2C)c1 | -7.8% | 1.7% | 8.8% | -1.7% | -5.5% | 3.6% | -14.5% | -14.8% | -11.4%
O=C(N/C=N/OCc1ccc(Cl)cc1Cl)NOCc1ncc(C(F)(F)F)cc1Cl | 5.0% | ? | 17.8%[59 µM] | -16.6% | -8.9% | 20.8% | -11.6% | -1.3% | -30.4%
Cc1cccc(-c2nc(CCNC(=O)COc3ccccc3)cs2)c1 | 8.4% | ? | 6.3%[59 µM] | -1.7% | 9.9% | 29.2%[57 µM] | -2.3% | 4.5% | 14.9%
COc1ccc2nc(C)cc(N/N=C/c3ccc(F)cc3)c2c1 | -23.8% | 12.0% | ? | 48.1%[activator] | i | 9.9% | -19.9% | -28.1% | -28.0%
COc1ccccc1N(CC(=O)NCCSc1ccccc1)S(=O)(=O)c1ccccc1 | 2.8% | -6.1% | / | / | -5.1% | 25.8% | 22.4% | -19.3% | /
COCCOC(=O)c1c(NC(=O)COC(=O)c2ccc(C)o2)sc(C(N)=O)c1C | -3.9% | 10.7% | 5.8%[12.7 µM] | / | -1.9% | 24.6% | 10.7% | -23.5% | 3.7%
O=C(N/N=C/c1ccc([N+](=O)[O-])cc1)c1cccc2cc[nH]c12 | 5.5% | -13.5% | 11.0% | 0.2% | -0.6% | 41.6%[activator] | 3.2% | -8.6% | /
N#CC(c1ccc(Cl)nn1)c1c(F)cccc1Cl (stereo unspecified) | 21.1% | -3.0% | -16.5%[59 µM] | -4.2% | -2.7% | 37.6% | -18.0% | -14.7% | -3.4%
O=C(c1ccc2c(c1)OCO2)N1CCN(c2ccc(C(F)(F)F)cn2)CC1 | -1.8% | 1.3% | 4.7%[59 µM] | 2.7% | 0.8% | 22.7% | 7.5% | -7.6% | -2.6%

These rows are one share of the data; rates above refer to the full screens.
